# Screening data as filed in PubChem.
# GSK3B inh – blocks human GSK3beta kinase activity. AID 2097. 300,000 compounds, 0.038% hits. P49841. GST-GSK3beta kinase, ADP-Glo luminescence, 60 min; hits give low values. activity score (negative = inhibition), % at 10 µM;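 active means more than half of replicate wells score below -50%, meaning over 50% inhibition versus plate controls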;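 further: 0% = median DMSO wells and -100% = median GW8510 positive control wells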
# Target sequence (P49841 whole entry, looked up): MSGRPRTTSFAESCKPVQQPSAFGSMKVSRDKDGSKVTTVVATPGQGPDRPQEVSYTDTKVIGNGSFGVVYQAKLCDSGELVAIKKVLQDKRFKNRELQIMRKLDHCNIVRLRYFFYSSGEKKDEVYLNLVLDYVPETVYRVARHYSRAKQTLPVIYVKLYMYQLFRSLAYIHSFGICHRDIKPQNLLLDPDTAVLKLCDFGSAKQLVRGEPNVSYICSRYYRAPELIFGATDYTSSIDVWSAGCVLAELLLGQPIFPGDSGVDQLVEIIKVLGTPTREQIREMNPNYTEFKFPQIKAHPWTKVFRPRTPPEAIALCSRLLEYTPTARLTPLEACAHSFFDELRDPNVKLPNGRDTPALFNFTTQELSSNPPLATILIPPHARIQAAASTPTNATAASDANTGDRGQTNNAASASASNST
#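 Test system: GST-fused GSK3beta enzyme, cell-free | Quantity: 1.6 ng GST-GSK3beta enzyme per well | Reagent: 25 µM ATP with peptide substrate | Schedule: 60 min enzyme reaction, room temperature | Signal: Luminescent ADP-Glo measurement of ADP formed | Read-out basis: Score relative to plate controls | Control set: DMSO and 20 µM GW8510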
# DYRK1A inh – blocks rat Dyrk1A kinase activity | ADP-Glo luminescence, NFATc1 peptide | 310,000 compounds, 0.43% hits | Q63470 | inhibition, % at 12.5 µM; in the data active means inhibition above about 50%;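 further: plate controls were vehicle with enzyme for no effect and no enzyme for full effect; many of its hits are not listed in these tables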
# PolyA inhibitor – blocks polyadenylation in yeast reporter cells | 300,000 compounds, 0.02% hits | calls only at 12 µM | AID 1875 | S. cerevisiae SKY197-pL101 polyadenylation reporter, beta-gal luminescence; efflux-impaired pdr1/pdr3 knockout yeast; score 100 = 6 SD above DMSO;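 active means lowest replicate activity score at least 50, where 100 means six control SD above control mean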;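 further: yeast exposed to compound for 9 h at 30 °C; higher score means more reporter readthrough which indicates perturbed polyadenylation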
# KCNQ1 block – blocks the human KCNQ1 potassium channel | CHO-K1 KCNQ1, FluxOR thallium flux fluorescence; hits give high values | 310,000 compounds, 1.3% hits | B-score at 10 µM | AID 2642 | P51787;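 active means compounds whose thallium flux B-score, printed positive for inhibition, exceeds three library SD while starting fluorescence stays within three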;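 further: channel opened by potassium depolarization with thallium stimulus after 20 min compound exposure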
# KCNK9 block – human KCNK9 channel inhibition. Q9NPC2. HEK293 KCNK9, FluxOR thallium flux fluorescence; hits give low values. B-score at 10 µM. 310,000 compounds, 1.2% hits;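 active means ratio B-score over 3 SD below the library mean, with starting fluorescence within 5 SD of its mean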;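 further: negative B-score means less thallium flux so channel inhibition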
# GSK3 alpha inh – inhibitors of human GSK-3 alpha kinase. inhibition, % at 10 µM. ADP-Glo luminescence, 60 min. P49840. 320,000 compounds, 0.1% hits. AID 2650;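 in the data active means inhibition above about 50%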;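 further: GST-tagged GSK-3 alpha with peptide substrate and 25 µM ATP; 0% = DMSO neutral wells and 100% = GW8510 positive control wells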
# KCNQ1 act – potentiators or activators of human KCNQ1 potassium channel; CHO-K1 KCNQ1, thallium flux FluxOR fluorescence; hits give high values; B-score at 10 µM; 310,000 compounds, 0.35% hits; AID 2648;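 active means fluorescence ratio B-score, a plate-corrected score, at least three library SD, with initial intensity B-score within 5 SD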
#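 assay system = CHO-K1 cells stably expressing KCNQ1 | medium = assay buffer, equal DMSO in all wells | timing = 37 °C overnight plating, 90-min dark dye load, 20-min compound pretreatment | measured by = kinetic FluxOR thallium fluorescence, 10-s 1-Hz baseline, 110-s post-stimulus read | measure = fluorescence change relative to baseline, converted to B score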
# RGS4 pot – RGS4 potentiation or activation. 310,000 compounds, 0.92% hits. HEK293 M3R/inducible RGS4, carbachol calcium flux Fluo4; hits give low values. B-score at 10 µM;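 active means B-score of the integrated calcium signal more than 4 SD below the library mean, with starting fluorescence not abnormally high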;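 further: negative B-score means reduced calcium response which marks RGS4 activation or potentiation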
#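 Detection: kinetic calcium fluorescence imaging with Fluo4-AM dye, 2 µM / Material: HEK293 cells with stable M3R and inducible RGS4 / Schedule: recording 10 s baseline at 1 Hz, 100 s post-agonist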
# KCNK3 inh – human KCNK3 channel inhibition, primary screen; O14649; 340,000 compounds, 0.84% hits; B-score at 10 µM; CHO-KCNK3 thallium flux, FluxOR fluorescence; hits give low values;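 active means B-score under library mean minus 4 SD, starting fluorescence ratio at most library mean plus 5 SD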;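 further: more negative B-score means stronger inhibition of thallium flux through KCNK3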
# hERG rescue – compounds protecting human hERG from proarrhythmic drug block. AID 1511. activation (rescue from dofetilide block), less the hit threshold, % at 10 µM. CHO-hERG, FluxOR thallium flux, dofetilide IC70 present. Q12809. 310,000 compounds, 0.51% hits;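 active means activation above the mean of controls blocked by dofetilide plus 5 SD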;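 further: thallium influx through hERG after potassium depolarization seen as dye fluorescence rise; in these data hits start at about 4.7%; inactives centre near -7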
# HDAC3 inhib – human HDAC3 inhibition. 320,000 compounds, 0.15% hits. inhibition, % at 8.3 µM. AID 2718. recombinant HDAC3, fluorogenic peptide/trypsin coupled, fluorescence; in the data active means inhibition above about 26%, passing the limit was not always enough
# Target sequence (O15379 whole entry, looked up): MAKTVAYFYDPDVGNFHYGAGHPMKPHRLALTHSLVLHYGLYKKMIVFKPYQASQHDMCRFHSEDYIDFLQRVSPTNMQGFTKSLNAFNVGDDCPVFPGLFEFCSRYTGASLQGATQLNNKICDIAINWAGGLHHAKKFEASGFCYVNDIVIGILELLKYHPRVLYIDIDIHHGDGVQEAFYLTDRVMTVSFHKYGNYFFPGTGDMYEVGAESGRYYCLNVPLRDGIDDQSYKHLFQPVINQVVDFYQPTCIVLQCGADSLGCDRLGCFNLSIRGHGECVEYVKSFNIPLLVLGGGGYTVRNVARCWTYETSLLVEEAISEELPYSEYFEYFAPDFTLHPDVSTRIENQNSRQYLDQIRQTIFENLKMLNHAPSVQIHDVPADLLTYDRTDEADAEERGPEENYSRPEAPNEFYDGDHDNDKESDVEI
# Active calls of the source: *; i = inactive; · = not tested or not shown. Some of the compounds tested; count on the stated rates, not on these rows.
SMILES,GSK3B inh,DYRK1A inh,PolyA inhibitor,KCNQ1 block,KCNK9 block,GSK3 alpha inh,KCNQ1 act,RGS4 pot,KCNK3 inh,hERG rescue,HDAC3 inhib
Cc1cccc(CN2CCC(CNC(=O)CCNC(=O)Cn3ccc4ccccc4c3=O)CC2)c1,2,2,i,i,i,0,i,i,i,-15,0
COc1cccc(C2=CC(c3ccc(OC)c(OC)c3OC)n3nnnc3N2)c1 (stereo unspecified),0,-4,i,i,i,-3,i,i,i,-6,-5
CCN(C(=O)c1cc(S(=O)(=O)N2CCOCC2)cn1C)c1cccc(C)c1,0,-7,i,i,i,2,i,i,i,-9,-4
C=CCn1c(SCC(=O)c2ccc(OC)cc2)nnc1-c1cc2cccc(OC)c2o1,1,13,i,i,i,0,i,i,i,-3,-4
CCOC(=O)C1CCN(Cc2cc(=O)oc3cc(C)ccc23)CC1,-3,9,i,i,i,0,i,i,i,-4,-5
COc1ccc(NC(=O)Nc2cccc(Cl)c2Cl)c(OC)n1,4,-3,i,i,i,-3,i,i,i,-4,-4
COc1ccc2c(n1)Sc1nc3ccccc3nc1N2,-3,-7,i,i,i,0,i,i,i,-12,7
COc1cc(C(=O)NCCN2CCOCC2)cc(OC)c1OC,3,2,i,i,i,3,i,i,i,-6,0
Cc1c(C(=O)NCCSCc2ccco2)cccc1[N+](=O)[O-],0,-2,i,i,i,1,i,i,i,-7,2
CCc1ccc(NC(=O)C2C3C=CC(C4CC34)C2C(=O)O)cc1 (stereo unspecified),2,-6,i,i,i,1,i,i,i,-3,0
O=C(NC1CCCCCCC1)C1=COCCO1,4,-4,i,i,i,2,i,i,i,-1,2
O=C(c1ccccc1O)N1N=C(c2ccccc2)CC1(O)C(F)(F)F (stereo unspecified),1,2,i,6*,i,-5,i,i,i,-13,2
CCOc1ccc(CCNC(=O)c2ccc3c(=O)[nH]c4c(C(=O)NC(C)C)sc(=S)n4c3c2)cc1,1,1,i,15*,i,-2,i,i,-9*,-27,-1
COc1ccccc1CNc1ncnc2cc(Cl)ccc12,2,4,i,i,i,·,i,i,i,-5,·
CN(C)CCCN(C(=O)COc1ccccc1)c1nc2ccc(F)cc2s1,-2,·,i,i,i,-1,i,i,i,-8,4
NNC(=O)C1CC1c1ccccc1 (stereo unspecified),1,-4,i,i,i,-10,i,i,i,-2,1
Fc1ccc(-c2nnn(Cc3ccccc3Cl)n2)cc1,-3,-1,i,i,i,1,i,i,i,-3,-4
Cc1ccc(C(=O)O)cc1-c1ccc(C=C2C(=O)c3ccccc3C2=O)o1,-3,8,i,i,i,-5,i,i,i,1,7
CCOC(=O)c1sc(NC(=O)C(CC)Sc2nc3ccccc3[nH]2)nc1C (stereo unspecified),5,12,i,i,i,·,i,i,i,-2,14
Cc1cc2c(ncn2C)c(NS(=O)(=O)c2ccc(Cl)cc2)c1C,4,0,i,i,i,0,i,i,i,-6,-3
Cc1ccccc1NS(=O)(=O)c1ccc(C(=O)N2CCN(c3ccccn3)CC2)cc1,1,4,i,i,i,1,i,i,i,-6,0
Cc1ccc2c(c1)N(CCC(=O)NCCN1CCOCC1)C(=O)CO2,-1,-5,i,i,i,0,i,i,i,-12,-6
CNC(=O)/C(=C\c1ccc([N+](=O)[O-])cc1)NC(C)=O,1,6,i,i,i,-2,i,i,i,-2,1
CCC(C)NC(=O)CS(=O)Cc1nc(-c2ccccc2C)oc1C (stereo unspecified),0,3,i,i,i,2,i,i,i,-8,8
COc1ccc(N2C(=O)C(F)(F)C2c2cccc(F)c2)cc1 (stereo unspecified),0,-4,i,i,i,-2,i,i,i,-11,5
Cc1cc(C(=O)N/N=C/c2ccc(-c3cccc([N+](=O)[O-])c3)o2)n[nH]1,-1,3,i,i,i,5,i,i,i,-7,12
COc1ccc2oc3cc(C)[n+]([O-])c(-c4ccc(C)cc4)c3c2c1,-55*,21,i,i,i,53*,i,i,i,-3,4
Cc1ccccc1OCc1nnc(SCC(=O)Nc2ccc3nc(SCC(=O)Nc4ccccc4)sc3c2)n1C,1,-5,i,i,i,·,i,i,i,-10,·
O=C(CSC1c2ccccc2C(=O)N1c1ccccc1)N1CCOCC1 (stereo unspecified),2,-6,i,i,i,-6,i,i,i,-10,2
CCc1ccc(OCCCCCn2ccnc2)cc1,-2,-6,i,i,i,1,i,i,i,-3,-4
N#CC(C#N)=NNc1ccc([N+](=O)[O-])cc1,0,4,i,i,i,2,i,i,i,-22,13
CN(CCC1CCCCO1)C(=O)CCc1nnc(CCc2ccccc2)o1 (stereo unspecified),-2,2,i,i,i,0,i,i,i,-11,0
O=C(O)c1ccccc1-c1ccccc1C(=O)Nc1cccc(-c2nc3ccccc3o2)c1,2,0,i,i,i,-4,i,i,i,-26,-7
COCCCNc1nc2c(c(=O)[nH]c(=O)n2C)n1CCCc1ccccc1,-1,11,i,i,i,2,i,i,i,-5,-2
COC(=O)CSc1c(-c2ccccc2)c2cc(Cl)ccc2[nH]c1=O,1,-1,i,i,i,-1,i,i,i,-12,6
CCOC(=O)CSc1nc(C)nc2c1sc1nc(C)c(C(C)=O)c(-c3ccc(OC)cc3)c12,4,0,i,i,-11*,-2,i,i,i,-5,6
Cc1ccccc1NC(=O)c1ccc2nccnc2c1,-5,5,i,i,i,6,i,i,i,-6,13
COc1ccc(CCC(=O)N2CCN(c3ccc(OC)cc3)CC2)cc1,0,2,i,i,i,·,i,i,i,-5,·
CCn1cc(C(=O)OCC(=O)Nc2cccc(C)c2)c(=O)c2ccc(C)nc21,0,1,i,i,i,-2,i,i,i,-7,5
CC(C)[C@H](NC(=O)NCc1cccs1)C(=O)O,0,-4,i,i,i,0,i,i,i,-5,2
O=C(COc1ccccc1O)c1cccs1,-2,3,i,i,i,21,i,i,i,-10,1
CCCCN(C)C(=O)CCC(=O)Nc1ccc2nc(N3CCOCC3)cc(C)c2c1,1,-1,i,i,i,1,i,i,i,-6,-4
Cn1c(=O)c2c(nc(N3CCN(Cc4ccccc4)CC3)n2CCCc2ccccc2)n(C)c1=O,3,12,i,i,i,-2,i,i,i,-27,4
CCCC(=O)Nc1ccc(-c2csc(-c3cccnc3)n2)cc1,0,1,i,i,i,7,i,i,i,-2,1
CCOc1ccc(NC(=O)C2CCCN2S(=O)(=O)c2ccc(OCC)cc2)cc1 (stereo unspecified),0,3,i,i,i,-2,i,i,i,0,2
O=C1Nc2ccccc2/C1=N\N=C\c1ccc(O)c(O)c1,1,6,i,i,i,5,i,i,i,-11,8
CCC1CCCCN1C(=O)CSc1nnc(-c2cccc(Cl)c2)o1 (stereo unspecified),3,16,i,i,i,0,i,i,i,-15,5
CCOC(=O)C1(Cc2ccc(OC)cc2)CCN(C(=O)CN2CCOC2=O)CC1,0,-11,i,i,i,-1,i,i,i,-12,1
CN(C)CCNC(=O)CNC(=S)N(Cc1ccccc1)Cc1cccnc1,-4,2,i,i,i,-2,i,i,i,-2,-11
CC1CCCCC1NC(=O)CCCCCn1c(=S)[nH]c2ccsc2c1=O (stereo unspecified),2,3,i,i,i,-1,i,i,i,-5,0
O=S(=O)(c1cccc(-c2n[nH]c(=S)o2)c1)N1CCOCC1,2,3,i,i,i,1,i,i,i,-11,·
Cc1nc2ccc(NC(=O)c3ccc(F)c(S(=O)(=O)N4CCOCC4)c3)cc2s1,1,-9,i,i,i,-5,i,i,i,-8,-2
O=C1CCN(CCc2ccccc2)CCN1[C@H](CSc1ccccc1)Cc1ccccc1,-4,·,i,i,i,1,i,i,i,-20,11
C/C(=N/Nc1nc(C)c(C)s1)c1cccc([N+](=O)[O-])c1,0,·,i,i,i,2,i,i,i,-7,-1
CN(C)CCCNCC(=O)c1c(-c2ccccc2)n(C)c2ccccc12,2,0,·,i,i,0,i,i,i,-6,3
COc1cc(SC)ccc1C(=O)OC(C)C(=O)Nc1ccc(NC(C)=O)cc1 (stereo unspecified),1,1,i,i,i,0,i,i,i,-6,6
Cc1cc[n+](-c2nc3ccccc3nc2C(=C=[N-])C#N)cc1,0,14,i,i,i,1,i,i,i,1,-4
O=C(Nc1ccccc1)c1ccc(-c2ccccc2Cl)o1,1,22,i,i,i,0,i,i,i,-5,3
CCc1ccc(C(=O)N/N=C(\C)c2cccnc2)s1,-3,1,i,i,i,6,i,i,i,-11,1
Cc1cccc(N2CCN(C(=O)Cn3cccc3C(=O)c3ccccc3)CC2)c1C,2,0,i,i,i,-3,i,i,i,-17,8

# New compounds follow:
SMILES,GSK3B inh,DYRK1A inh,PolyA inhibitor,KCNQ1 block,KCNK9 block,GSK3 alpha inh,KCNQ1 act,RGS4 pot,KCNK3 inh,hERG rescue,HDAC3 inhib
COc1cccc(NC(=O)CSc2nnc(-c3ccc(C)cc3)o2)c1,0,-6,i,i,i,-4,i,i,i,-10,4
CCOC(=O)CC(=O)CSc1ccc2nnc(-c3ccc(F)cc3)n2n1,-29,12,i,i,i,25,i,i,i,-7,-12
CSc1ccccc1NC(=O)CN1CCN(c2ccccn2)CC1,10,-3,i,i,i,-2,i,i,i,-7,-6
Cc1ccc(S(=O)(=O)CC(=O)c2ccc3c(c2)OCCO3)cc1,4,·,i,i,i,1,i,i,i,-4,3
CC1=C(C(=O)Nc2cc(C(=O)NCCCOC(C)C)ccc2C)SCCO1,-3,7,i,i,i,-1,i,i,i,-3,5
O=C(N/N=C/c1ccccc1)c1ccc(N2CCCC2=O)cc1,-2,1,i,i,i,-2,i,i,i,-4,3
O=C(O)c1ccc(Nc2c3ccccc3nc3ccccc23)cc1,4,6,i,i,i,2,i,i,i,-2,-62
